Bioassay records as filed in PubChem BioAssay.
HIF activator – HIF pathway transcriptional activation; U2OS HRE-luciferase reporter, luminescence; normalized: DMSO 0%, desferrioxamine 100%; activation, % at 7.5 µM (by protocol); 300,000 tested, 0.32% active;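 active = mean activation of at least 10% of the iron chelator positive control signal, with at least half of replicates also reaching 10%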
TRPC6 act – activates the mouse TRPC6 cation channel; 310,000 tested, 0.13% active; Q61143; B-score at 10 µM; HEK293-TRPC6 membrane potential dye fluorescence; stronger effect = higher value; AID 2550;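 active = B-score of the integrated fluorescence ratio above library mean plus 3 SD, and starting fluorescence ratio within library mean plus 5 SD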;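 note: higher score means more depolarization so channel activation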
Target sequence (Q61143 whole entry, looked up): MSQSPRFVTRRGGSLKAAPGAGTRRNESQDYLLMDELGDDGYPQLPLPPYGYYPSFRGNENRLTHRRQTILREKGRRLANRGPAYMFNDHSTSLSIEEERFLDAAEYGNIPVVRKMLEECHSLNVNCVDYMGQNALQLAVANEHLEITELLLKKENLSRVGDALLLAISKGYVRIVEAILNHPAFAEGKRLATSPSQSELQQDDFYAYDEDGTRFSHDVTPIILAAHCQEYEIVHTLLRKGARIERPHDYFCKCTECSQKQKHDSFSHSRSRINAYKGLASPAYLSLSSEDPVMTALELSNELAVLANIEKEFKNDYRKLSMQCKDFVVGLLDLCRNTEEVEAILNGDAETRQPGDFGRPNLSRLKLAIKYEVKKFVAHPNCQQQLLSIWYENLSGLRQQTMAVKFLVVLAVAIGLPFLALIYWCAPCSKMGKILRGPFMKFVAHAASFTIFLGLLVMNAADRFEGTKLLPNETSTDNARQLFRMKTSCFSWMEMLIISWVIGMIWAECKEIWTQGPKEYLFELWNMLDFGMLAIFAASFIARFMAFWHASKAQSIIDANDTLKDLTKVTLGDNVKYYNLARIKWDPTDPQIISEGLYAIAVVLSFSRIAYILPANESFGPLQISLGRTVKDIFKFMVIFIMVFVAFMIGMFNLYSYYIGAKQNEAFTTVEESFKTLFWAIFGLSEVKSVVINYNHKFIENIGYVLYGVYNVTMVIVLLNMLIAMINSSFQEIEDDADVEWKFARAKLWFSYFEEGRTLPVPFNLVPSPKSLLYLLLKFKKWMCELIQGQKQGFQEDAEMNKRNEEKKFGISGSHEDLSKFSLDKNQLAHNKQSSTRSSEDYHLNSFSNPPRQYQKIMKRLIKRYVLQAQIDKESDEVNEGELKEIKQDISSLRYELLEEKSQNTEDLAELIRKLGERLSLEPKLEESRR
TRPC6 inhibitor – blocks the mouse TRPC6 cation channel; Q61143; HEK293-TRPC6, membrane potential dye, ACh-evoked depolarization; stronger effect = lower value; B-score at 10 µM; 310,000 tested, 1.1% active; AID 2553;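 active = B-score under library mean minus 3 SD, initial fluorescence not abnormally high, positive integrated signal ratio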;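 note: B-score derived from integrated fluorescence ratio over the kinetic read; more negative B-score means stronger inhibition of depolarization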
TRPC4 inh – TRPC4 (mouse) channel inhibition; Q9QUQ5; HEK293 TRPC4beta/mu-opioid, DAMGO-evoked Fluo4 calcium flux; stronger effect = lower value; 300,000 tested, 0.39% active; B-score at 10 µM;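 active = B-score over 3 SD under the library average, no early fluorescence shift, positive overall ratio signal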
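material = TRPC4beta/mu-opioid receptor HEK293 cell line | probe or stimulus = sequential submaximal and maximal DAMGO stimulation | compound dosing = one concentration per compound | measured by = Fluo4 Ca2+ flux fluorescence | evaluation = integrated fluorescence ratio relative to baseline, converted to per-well B score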
RGS4 act – potentiators or activators of RGS4; HEK293 M3R/inducible RGS4, carbachol calcium flux Fluo4; stronger effect = lower value; B-score at 10 µM; 310,000 tested, 0.92% active;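 active = B-score of the integrated calcium signal more than 4 SD below the library mean, with starting fluorescence not abnormally high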;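 note: negative B-score means reduced calcium response which marks RGS4 activation or potentiation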
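System – HEK293 FlpIn-TREx cells, stable M3R, doxycycline-inducible RGS4 · Reagent – ECmax carbachol challenge · Times – compound preincubation 20 min at room temperature before agonist · Technique – Fluo4 fluorescence kinetic imaging of calcium · Measure – B score of integrated Fluo4 ratio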
Platelet DG rel – modulates dense granule release in human platelets | inhibition, %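 (compounds screened at 7.5 µM in platelet-rich plasma)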 | human platelet-rich plasma, SFLLRN dense granule ATP release, luminescence | AID 1663 | 300,000 tested, 0.22% active;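 active = mean replicate score, as percent of positive control, at or above 50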
RGS4 block – human RGS4 inhibition; B-score at 10 µM; HEK293 M3R/RGS4 inducible, Fluo-4 calcium flux; stronger effect = higher value; triggered by carbachol at its EC20; 310,000 tested, 0.45% active; P49798;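 active = B-score, a plate-corrected calcium signal, over three deviations above library mean, with baseline fluorescence within five deviations of library mean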;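 note: RGS4 expression induced by doxycycline in cells with stable M3 receptor; B-score is computed from the integrated fluorescence ratio over baseline after carbachol; higher B-score means a larger calcium signal and so more RGS4 inhibition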
Target sequence (P49798 whole entry, looked up): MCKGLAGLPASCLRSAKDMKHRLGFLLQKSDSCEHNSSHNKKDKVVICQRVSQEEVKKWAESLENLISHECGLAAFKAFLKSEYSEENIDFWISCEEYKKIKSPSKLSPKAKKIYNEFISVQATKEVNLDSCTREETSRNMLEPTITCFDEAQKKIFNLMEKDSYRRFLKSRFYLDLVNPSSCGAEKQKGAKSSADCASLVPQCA
MrgX1 PAM – allosterically activates human MrgX1 receptor signaling; Q96LB2; MrgX1-HEK293, Fluo-4 calcium flux, FDSS; stronger effect = higher value; B-score at 10 µM; 310,000 tested, 0.63% active;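 active = plate-corrected calcium response at least 3 library SD above typical, normal starting fluorescence, not activating the receptor alone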;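 note: compound read alongside a low EC10 to EC30 dose of BAM8-22 agonist; peak minus trough fluorescence over baseline measured at the second addition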
MrgX1 ag – agonists of human MrgX1 receptor | B-score at 10 µM | Q96LB2 | 310,000 tested, 0.44% active | MrgX1-HEK293 cells, Fluo-4 calcium fluorescence, agonist mode; stronger effect = higher value | AID 588627;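 active = calcium response B-score plate-corrected fluorescence ratio at least 3 library SD, with starting fluorescence B-score inside 5 SD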
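Material: HEK293 cells stably expressing human MrgX1 receptor | Quantity: 15,000 cells per well | Times: Cells plated overnight, dye loaded 0.5 h 37 °C, 0.5 h room temperature | Measured by: Kinetic Fluo-4 NW fluorescence of intracellular calcium | Control set: Positive and negative controls per plate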
MrgX1 antagonist – blocks BAM8-22 activation of human MrgX1 receptor; Q96LB2; MRGX1-HEK293 calcium flux, Fluo-4, BAM8-22 antagonism; stronger effect = lower value; B-score at 10 µM; 310,000 tested, 1.3% active;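 active = calcium-response B-score plate-corrected more than 3 library SD below zero, starting fluorescence within 5 deviations, no agonist response on first addition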;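 note: peak minus trough fluorescence over baseline after final BAM8-22 challenge near maximal dose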
SKKanGAS inh – SKKanGAS growth inhibition; S. pyogenes SKKanGAS, kanamycin growth, BacTiter-Glo, 6 h; inhibition, % at 7.5 µM; 300,000 tested, 1.3% active; AID 1662;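 active = mean replicate score, as percent of positive control median, at least 50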;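 note: strain carries kanamycin resistance gene driven by streptokinase promoter and grows in 40 µg/ml kanamycin; loss of luminescence reflects streptokinase promoter inhibition or plain growth inhibition; 0% = median of DMSO wells and 100% = positive control at its reference dose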
* hit, by the source's call; i = inactive; · = no result given. Compounds as they come. Share with any hit: about 6.1%.

no. | canonical_smiles | HIF activator | TRPC6 act | TRPC6 inhibitor | TRPC4 inh | RGS4 act | Platelet DG rel | RGS4 block | MrgX1 PAM | MrgX1 ag | MrgX1 antagonist | SKKanGAS inh
1 | COc1cccc(C(=O)NC2CCN(C(=O)N3c4ccccc4Sc4ccccc43)CC2)c1 | -0.5 | i | i | i | i | 9 | i | i | i | i | 42
2 | CC1(C)CC(NC(=O)c2cccc(S(=O)(=O)N(Cc3ccccc3)c3ccccc3)c2)CC(C)(C)N1 | 0.5 | i | i | i | i | 2 | i | i | i | i | -5
3 | Cc1ccc(C)c(OCc2nnc(N)s2)c1 | -0.1 | i | i | i | i | 5 | i | i | i | i | 4
4 | Cc1occc1C(=O)Nc1cc(C(C)(C)C)on1 | 2.2 | i | i | i | i | 56* | i | i | i | i | 20
5 | CC1CCCC(C)N1C(=O)CSCc1ccc(Cl)cc1 (centres undefined) | 0.6 | i | i | i | i | 4 | i | i | i | -4.7* | -9
6 | Cc1nc(-c2ccc(S(=O)(=O)Nc3cccc(S(N)(=O)=O)c3)s2)cs1 | 1.3 | i | i | i | i | 1 | i | i | i | i | 6
7 | CCC(C(=O)Nc1cccnc1)c1ccccc1 (centres undefined) | -17 | i | i | i | i | -1 | i | i | i | i | 0
8 | CCCC(=O)Nc1ccc(C(=O)N/N=C/c2ccc[nH]2)cc1 | 0.6 | i | i | i | i | 0 | i | i | i | i | 21
9 | O=C(CN(c1ccccc1)S(=O)(=O)c1ccc(F)cc1)NC1CCS(=O)(=O)C1 (centres undefined) | 0.1 | i | i | i | i | 6 | i | i | i | i | 3
10 | COc1ccc(Cc2noc(-c3ccc(OC)c(OC)c3)n2)cc1OC | -0.1 | i | i | i | i | 1 | i | i | i | i | -4
11 | CC(C)(C)NC(=O)Cn1c(SCC(=O)NCc2cccs2)nc2ccccc21 | -0.1 | i | i | i | i | -2 | i | i | i | i | 1
12 | Cc1cc(C(=O)Cn2ncc(Cl)c(Cl)c2=O)c(C)n1CC(F)(F)F | -7.3 | i | i | i | i | 4 | i | i | i | i | 6
13 | COc1ccc(CCNC(=O)C2CC(c3cc(C(F)(F)F)cc(C(F)(F)F)c3)=NO2)cc1 (centres undefined) | -2.5 | i | i | i | i | 0 | i | i | i | i | 10
14 | O=C1S/C(=C\c2ccc(O)c([N+](=O)[O-])c2)C(=O)N1Cc1cccc([N+](=O)[O-])c1 | -0.7 | i | i | i | i | 4 | i | i | i | i | -4
15 | C=CCn1c(N(C)C)nc2c1c(=O)[nH]c(=O)n2C | -0.1 | i | i | i | i | -4 | i | i | i | i | -3
16 | CCn1c2ccccc2c2cc(NC(=O)C3CCN(S(=O)(=O)c4cccs4)CC3)ccc21 | 0.0 | i | i | i | i | 0 | i | i | i | i | 17
17 | Cc1nc(N2CCC(C)CC2)c2nnn(Cc3ccccc3)c2n1 | 0.3 | i | i | i | i | -1 | i | i | i | i | 25
18 | CCCCn1c2c(c(=O)n(C)c1=O)C(c1ccc(OC)cc1)N1CCCCCC1=N2 (centres undefined) | 0.1 | i | i | i | i | 0 | i | i | i | i | 0
19 | Cc1ccc(-c2nnn(CC(=O)N(CCO)C(C(=O)NC3CCCCC3)c3ccncc3)n2)o1 (centres undefined) | -0.2 | i | i | i | i | 3 | i | i | i | i | 8
20 | CC1(C)CC(=O)C=C(N2CCNCC2)C1 | -0.4 | i | i | i | i | 2 | i | i | i | i | -3
21 | COCCCNC(=S)N1CCN(C(=O)c2ccco2)CC1 | 0.4 | i | i | i | i | 1 | i | i | i | i | 2
22 | O=C(c1cnc2sccn2c1=O)N1CCN(c2ccccc2Cl)CC1 | 2.2 | i | i | i | i | 8 | i | i | i | i | -23
23 | CCCN(CCC)Cc1c(C(=O)N/N=C/c2ccsc2)nnn1-c1nonc1N | -2.6 | i | i | i | i | 1 | i | i | i | i | 1
24 | COc1ccc(OC)c(S(=O)(=O)Nc2ccc(Oc3ccccc3)cc2)c1 | -0.7 | i | i | i | i | 0 | i | i | i | i | 4
25 | CSCCOC(=O)c1[nH]c2c(c1C)C(=O)CC(c1ccco1)C2 (centres undefined) | 1.0 | i | i | i | i | 1 | i | i | i | i | -6
26 | O=C1CC(N2CCCCCC2)C(=O)N1c1ccc2c(c1)OCO2 (centres undefined) | -0.4 | i | i | i | i | -3 | i | i | i | i | 2
27 | CSc1nc(Oc2ccc(F)cc2)c2ccccc2n1 | -0.2 | i | i | i | i | -2 | i | i | i | i | -2
28 | Cc1ccc(NC(=O)Cc2nc(CSc3nnc(-c4ccc5c(c4)OCO5)o3)cs2)cc1 | 3.7 | i | i | i | i | -4 | i | i | i | i | 15
29 | O=C(CC(c1ccccc1)c1ccccc1)Nc1ccc(O)cc1 | -1.6 | i | i | i | i | -2 | i | i | i | i | 10
30 | COc1ccc(C(=O)Nc2nc(C)c(C(=O)N(C)C)s2)cc1OC | 1.3 | i | i | i | i | 5 | i | i | i | -8.7* | -3
31 | COc1ccc2c(c1)OC/C(=C/c1cccs1)C2=O | 4.8 | i | i | i | i | 5 | i | i | i | i | 4
32 | CCOC(=O)c1cc(-c2ccc(OC)cc2F)nc2c1c(C)nn2CCC#N | -0.7 | i | i | i | i | -4 | i | i | i | i | 17
33 | O=C(Nc1cccc2ccccc12)c1ccccc1Cl | -0.4 | i | i | i | i | 0 | i | i | i | i | -1
34 | O=C(c1cc(-c2cccs2)on1)N1CCN(c2ccc(F)cc2)CC1 | -0.2 | i | i | i | i | -41 | i | i | i | i | ·
35 | CCOC(=O)c1c(C)[nH]c(C)c1S(=O)(=O)N1CCN(c2cccc(C)c2)C(C)C1 (centres undefined) | -0.5 | i | i | i | i | -11 | i | i | i | i | -19
36 | Cc1ccnc(N2CCCC(C(=O)NC3CC3)C2)n1 (centres undefined) | -0.1 | i | i | i | i | -3 | i | i | i | i | -3
37 | Cc1ccc(SC(c2ccc(C)cc2)C(Cn2cncn2)C(=O)c2ccccc2)cc1 (centres undefined) | -0.2 | i | i | i | i | 2 | i | i | i | i | -5
38 | CCOC(=O)/C(C(C)=O)=C1\OC(=O)c2ccccc21 | -0.1 | i | i | i | i | 7 | i | i | i | i | 2
39 | COC(=O)c1ccc(CN2CCN(CCc3ccccc3)C(CCO)C2)cc1 (centres undefined) | -0.2 | i | i | i | i | 13 | i | i | i | i | 6
40 | COc1ccc(C(=O)Nc2nnc(S(=O)(=O)N(C)Cc3ccccc3)s2)cc1 | 0.8 | i | i | i | i | 3 | i | i | i | i | 1
41 | COc1cccc(C2NC(CCSC)(C(=O)O)C3C(=O)N(C(C)C)C(=O)C23)c1O (centres undefined) | · | i | i | i | i | -6 | i | i | i | i | 5
42 | CN(C)S(=O)(=O)c1cccc(NC(=O)COC(=O)c2cccn2C)c1 | 0.4 | i | i | i | i | 0 | i | i | i | i | -8
43 | COC(=O)c1ccc(CSc2nc3c(c(=O)n2-c2ccc(Br)cc2)SCC3)o1 | -0.2 | i | i | i | i | 9 | i | i | i | i | 3
44 | O=S(=O)(Nc1cccnc1Cl)c1ccc(-c2ccccc2)cc1 | -47 | i | i | i | i | -14 | i | i | i | i | 8
45 | CCCOc1ccc(C(=O)N2CCCC2)cc1OC | -0.2 | i | i | i | i | 6 | i | i | i | i | -1
46 | NC(=O)C1CCN(Cc2nc3cc(C(F)(F)F)ccc3c(=O)[nH]2)CC1 | -1.1 | i | i | i | i | 0 | i | i | i | i | -5
47 | O=C(COc1coc(CN2CCc3ccccc3C2)cc1=O)Nc1ccc(F)cc1 | 0.0 | i | i | i | i | -24 | i | i | i | i | -10
48 | CC(NC(=O)c1cc2c(s1)CS(=O)(=O)C2)c1ccccc1 (centres undefined) | 125* | i | i | i | i | -1 | i | i | i | i | 25
49 | CC(C)CCN(C(=S)Nc1cccc(C(F)(F)F)c1)C(C)c1ccccn1 (centres undefined) | 0.0 | i | i | i | i | 5 | i | i | i | i | 5
50 | O=[N+]([O-])c1cccc(C(=NCc2ccccc2)NO)c1 | 1.3 | i | i | i | i | -3 | i | i | i | i | 2
51 | CNc1nnc(Sc2ncccc2[N+](=O)[O-])s1 | 0.2 | i | i | i | i | -6 | i | i | i | i | 0
52 | COc1ccc(NC(=O)c2oc3ccccc3c2NC(=O)C2CC2)c(OC)c1 | 0.3 | i | i | i | i | -9 | i | i | i | i | -1

Nos. 26 to 36, quoted:
no. | canonical_smiles | HIF activator | TRPC6 act | TRPC6 inhibitor | TRPC4 inh | RGS4 act | Platelet DG rel | RGS4 block | MrgX1 PAM | MrgX1 ag | MrgX1 antagonist | SKKanGAS inh
26 | O=C1CC(N2CCCCCC2)C(=O)N1c1ccc2c(c1)OCO2 (centres undefined) | -0.4 | i | i | i | i | -3 | i | i | i | i | 2
27 | CSc1nc(Oc2ccc(F)cc2)c2ccccc2n1 | -0.2 | i | i | i | i | -2 | i | i | i | i | -2
28 | Cc1ccc(NC(=O)Cc2nc(CSc3nnc(-c4ccc5c(c4)OCO5)o3)cs2)cc1 | 3.7 | i | i | i | i | -4 | i | i | i | i | 15
29 | O=C(CC(c1ccccc1)c1ccccc1)Nc1ccc(O)cc1 | -1.6 | i | i | i | i | -2 | i | i | i | i | 10
30 | COc1ccc(C(=O)Nc2nc(C)c(C(=O)N(C)C)s2)cc1OC | 1.3 | i | i | i | i | 5 | i | i | i | -8.7* | -3
31 | COc1ccc2c(c1)OC/C(=C/c1cccs1)C2=O | 4.8 | i | i | i | i | 5 | i | i | i | i | 4
32 | CCOC(=O)c1cc(-c2ccc(OC)cc2F)nc2c1c(C)nn2CCC#N | -0.7 | i | i | i | i | -4 | i | i | i | i | 17
33 | O=C(Nc1cccc2ccccc12)c1ccccc1Cl | -0.4 | i | i | i | i | 0 | i | i | i | i | -1
34 | O=C(c1cc(-c2cccs2)on1)N1CCN(c2ccc(F)cc2)CC1 | -0.2 | i | i | i | i | -41 | i | i | i | i | ·
35 | CCOC(=O)c1c(C)[nH]c(C)c1S(=O)(=O)N1CCN(c2cccc(C)c2)C(C)C1 (centres undefined) | -0.5 | i | i | i | i | -11 | i | i | i | i | -19
36 | Cc1ccnc(N2CCCC(C(=O)NC3CC3)C2)n1 (centres undefined) | -0.1 | i | i | i | i | -3 | i | i | i | i | -3
